TEAD-YAP inh = TEAD-YAP interaction inhibition; HEK-TIYL cells, TEAD-Gal4/YAP UAS-luciferase luminescence; inhibition, % at 9.12 µM; 640,000 compounds, 1.4% hits; AID 1259422; in the data active = inhibition above about 32%;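 note: 0% = median of test compound wells and 100% = reference inhibitor wells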
FBW7 act = activators of human E3 ligase FBW7 | AlphaScreen FBW7–phospho-cyclin E peptide binding, activator screen | 650,000 compounds, 0.13% hits | AID 1259310 | Q969H0 | normalized activity (activation), % at 26.1 µM; in the data active = normalized activity above about 1.9%;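 note: purified mutant Fbw7 with reduced substrate affinity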
GPR151 activ = human GPR151 activation | activation, % at 11.2 µM | Q8TDV0 | PathHunter beta-arrestin GPR151 cells, luminescence | 650,000 compounds, 1% hits; in the data active = activation above about 4.9%;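 note: 0% = median of compound wells and 100% = cells with positive control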
Target sequence (Q8TDV0 whole entry, looked up): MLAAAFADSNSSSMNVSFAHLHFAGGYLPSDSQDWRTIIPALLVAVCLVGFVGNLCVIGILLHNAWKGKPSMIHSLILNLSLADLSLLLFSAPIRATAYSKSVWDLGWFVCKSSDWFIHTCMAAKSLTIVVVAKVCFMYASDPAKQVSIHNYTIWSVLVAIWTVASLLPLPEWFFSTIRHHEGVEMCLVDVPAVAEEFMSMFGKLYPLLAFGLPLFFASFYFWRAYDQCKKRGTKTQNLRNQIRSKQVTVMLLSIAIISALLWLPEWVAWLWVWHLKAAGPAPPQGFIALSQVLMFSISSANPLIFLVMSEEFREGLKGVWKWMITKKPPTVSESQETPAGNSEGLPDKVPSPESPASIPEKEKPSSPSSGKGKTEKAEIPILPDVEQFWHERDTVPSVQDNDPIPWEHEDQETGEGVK
MITF primary = human MITF inhibition, primary screen; 650,000 compounds, 0.91% hits; AlphaScreen MITF homodimerization, bead proximity signal; O75030; inhibition, % at 2.6 µM; in the data active = inhibition above about 50%;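 note: 0% = vehicle wells with protein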
Target sequence (O75030 whole entry, looked up): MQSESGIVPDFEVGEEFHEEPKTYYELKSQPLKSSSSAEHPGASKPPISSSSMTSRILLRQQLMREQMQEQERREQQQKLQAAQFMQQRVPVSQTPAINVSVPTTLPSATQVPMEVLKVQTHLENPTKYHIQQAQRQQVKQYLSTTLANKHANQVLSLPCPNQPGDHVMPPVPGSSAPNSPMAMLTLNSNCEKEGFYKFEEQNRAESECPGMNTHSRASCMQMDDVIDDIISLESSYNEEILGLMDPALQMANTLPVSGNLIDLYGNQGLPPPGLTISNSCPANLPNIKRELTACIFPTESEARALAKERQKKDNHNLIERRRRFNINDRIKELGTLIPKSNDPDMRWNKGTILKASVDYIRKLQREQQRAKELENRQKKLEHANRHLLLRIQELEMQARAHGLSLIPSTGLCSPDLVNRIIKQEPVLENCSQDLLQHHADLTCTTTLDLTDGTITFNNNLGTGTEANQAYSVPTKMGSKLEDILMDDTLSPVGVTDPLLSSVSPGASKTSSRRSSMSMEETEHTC
* hit, by the source's call; & = joins results of further samples.

How did Cc1nc2sc(C(=O)NCc3ccc(F)cc3)c(C)c2c(=O)[nH]1 do in these assays?
TEAD-YAP inh: -13; FBW7 act: -0.1; GPR151 activ: -3.1; MITF primary: -8

Results for CC1CCN(Cc2c(C(=O)N/N=C/C3CCCCC3)nnn2-c2nonc2N)CC1 ?
TEAD-YAP inh: 4; FBW7 act: 0.0; GPR151 activ: 0.6; MITF primary: -7

What do the screens show for `CSc1ncccc1C(=O)NCc1ccc(S(N)(=O)=O)cc1`?
TEAD-YAP inh: 4; FBW7 act: 0.0; GPR151 activ: -0.6; MITF primary: -19

Results for Cc1[nH]c2ccccc2c1CCNC(=O)CN1CCOCC1 ?
TEAD-YAP inh: 6; FBW7 act: -0.3; GPR151 activ: 1.0; MITF primary: -1

Results for CCCCCCC#C[C@@H]1C=C[C@H](OC(C)=O)[C@@H](COC(C)=O)O1 ?
FBW7 act: 0.3; GPR151 activ: 1.1; MITF primary: 1

Results for Cn1c(=O)oc2cc(S(=O)(=O)N3CCN(c4ccccc4F)CC3)ccc21 ?
TEAD-YAP inh: -11; FBW7 act: 0.0; GPR151 activ: 0.7; MITF primary: 4

Results for Brc1ccccc1C=Nc1ccc2c(c1)OCCO2 ?
TEAD-YAP inh: -11; FBW7 act: -0.1; GPR151 activ: 0.6; MITF primary: -2

What do the screens show for `COc1ccc2cc3cc(C(=O)NCCCN4CCN(C)CC4)oc3nc2c1`?
TEAD-YAP inh: -13; FBW7 act: 0.0; GPR151 activ: 0.1; MITF primary: -3

How did CCCCn1c(N)c(N(Cc2ccccc2)C(=O)/C=C/c2ccc(F)cc2)c(=O)[nH]c1=O do in these assays?
TEAD-YAP inh: -9; FBW7 act: 0.4; GPR151 activ: 1.2; MITF primary: 13

What do the screens show for `COc1cccc(CNc2ncnc3sc(C(=O)N4CCC[C@H]4CO)c(C)c23)c1`?
TEAD-YAP inh: 6; FBW7 act: 0.0; GPR151 activ: -0.5; MITF primary: -1

Grouped by structure, the entries above containing four or more nitrogen atoms
Results for CC1CCN(Cc2c(C(=O)N/N=C/C3CCCCC3)nnn2-c2nonc2N)CC1 ?
TEAD-YAP inh: 4; FBW7 act: 0.0; GPR151 activ: 0.6; MITF primary: -7

What do the screens show for `COc1ccc2cc3cc(C(=O)NCCCN4CCN(C)CC4)oc3nc2c1`?
TEAD-YAP inh: -13; FBW7 act: 0.0; GPR151 activ: 0.1; MITF primary: -3

How did CCCCn1c(N)c(N(Cc2ccccc2)C(=O)/C=C/c2ccc(F)cc2)c(=O)[nH]c1=O do in these assays?
TEAD-YAP inh: -9; FBW7 act: 0.4; GPR151 activ: 1.2; MITF primary: 13

What do the screens show for `COc1cccc(CNc2ncnc3sc(C(=O)N4CCC[C@H]4CO)c(C)c23)c1`?
TEAD-YAP inh: 6; FBW7 act: 0.0; GPR151 activ: -0.5; MITF primary: -1

Going on with the list.
How did Cc1ccc(CSc2nnc3ccc(-c4ccco4)nn23)cc1 do in these assays?
TEAD-YAP inh: -5; FBW7 act: 0.5; GPR151 activ: 0.5; MITF primary: 0

Results for CC1(C)CC(=O)C(C=NCc2ccccc2Br)=C(O)C1 ?
TEAD-YAP inh: -9; FBW7 act: -0.1; GPR151 activ: 1.1; MITF primary: 5

How did O=C(COc1ccccc1)Nc1cccc(F)c1 do in these assays?
TEAD-YAP inh: -60; FBW7 act: 0.0; GPR151 activ: 1.2; MITF primary: 1

How did COc1cn(CC(=O)Nc2ccc(F)cc2F)c(CSc2nccn2C)cc1=O do in these assays?
TEAD-YAP inh: -1; FBW7 act: -0.1; GPR151 activ: 1.9; MITF primary: 10

Results for COc1ccc(-c2csc(/C(C#N)=C/c3ccco3)n2)cc1OC ?
TEAD-YAP inh: -28; FBW7 act: 0.4; GPR151 activ: -0.8; MITF primary: -5

What do the screens show for `COc1cc(/C=C2\C(=O)ON=C2c2ccccc2)cc(Cl)c1O`?
TEAD-YAP inh: -19; FBW7 act: 0.0; GPR151 activ: 0.5; MITF primary: 42

Results for CCCNC(=O)c1cc(-c2ccc(OC)cc2)on1 ?
TEAD-YAP inh: -71; FBW7 act: -0.1; GPR151 activ: -0.6; MITF primary: -2

How did O=C1CC(N2CCN(c3ccccn3)CC2)C(=O)N1c1ccc(F)cc1 (stereo not given) do in these assays?
TEAD-YAP inh: 4; FBW7 act: 0.0; GPR151 activ: -0.9; MITF primary: 14

What do the screens show for `CCCCN1C(=O)C(NC(=O)c2ccccc2F)(C(F)(F)F)C2=C1CC(C)(C)CC2=O` (stereo not given)?
TEAD-YAP inh: 3; FBW7 act: 0.1; GPR151 activ: 0.1; MITF primary: 27

How did COc1ccc([N+](=O)[O-])cc1NC(=S)NC1CCCCC1 do in these assays?
TEAD-YAP inh: -4; FBW7 act: 0.2; GPR151 activ: -0.7; MITF primary: 6

Structural class: the entries above containing a thiophene ring, fused or not
How did Cc1nc2sc(C(=O)NCc3ccc(F)cc3)c(C)c2c(=O)[nH]1 do in these assays?
TEAD-YAP inh: -13; FBW7 act: -0.1; GPR151 activ: -3.1; MITF primary: -8

What do the screens show for `COc1cccc(CNc2ncnc3sc(C(=O)N4CCC[C@H]4CO)c(C)c23)c1`?
TEAD-YAP inh: 6; FBW7 act: 0.0; GPR151 activ: -0.5; MITF primary: -1

Next entries follow.
How did Cc1nnc(Sc2nc3c(c(=O)n(C)c(=O)n3C)n2Cc2ccccc2Cl)s1 do in these assays?
TEAD-YAP inh: -5; FBW7 act: 0.1; GPR151 activ: -0.4; MITF primary: -9

How did NCC[C@H](O)C(=O)N[C@@H]1C[C@H](N)[C@@H](O[C@H]2O[C@H](CN)[C@@H](O)[C@H](O)[C@H]2O)[C@H](O)[C@H]1O[C@H]1O[C@H](CO)[C@@H](O)[C@H](N)[C@H]1O do in these assays?
FBW7 act: 0.0; GPR151 activ: -0.5&0.8; MITF primary: -27

Results for CCOC(=O)C1=C(C)OC(N)=C(C#N)C1c1cc(Br)c(C)s1 (stereo not given) ?
TEAD-YAP inh: -4; FBW7 act: -0.2; GPR151 activ: -0.6; MITF primary: -4

What do the screens show for `CC(=O)Nc1ccc(OC(=O)CSc2nc3ccccc3s2)cc1`?
TEAD-YAP inh: 4; FBW7 act: -0.1; GPR151 activ: -0.1; MITF primary: 4

How did Cc1cccc(N2NC(=O)/C(=C/c3ccc(-c4ccc(S(N)(=O)=O)cc4)o3)C2=O)c1 do in these assays?
TEAD-YAP inh: 4; FBW7 act: -0.4; GPR151 activ: 0.8; MITF primary: 16

Results for CCCCC1CN(CCC(=O)NCCCOC(C)C)Cc2ccccc2O1 (stereo not given) ?
TEAD-YAP inh: 12; FBW7 act: 1.2; GPR151 activ: -0.2; MITF primary: 1

How did Cc1ccc(-c2noc(C3CCCN(S(=O)(=O)c4ccc5c(c4)OCCO5)C3)n2)o1 (stereo not given) do in these assays?
TEAD-YAP inh: 19; FBW7 act: -0.2; GPR151 activ: -0.8; MITF primary: -6

How did CCOC(=O)c1c(NC(=O)C(C)Sc2nnc(CNC(=O)c3ccc([N+](=O)[O-])cc3)n2C)sc2c1CCC2 (stereo not given) do in these assays?
TEAD-YAP inh: 0; FBW7 act: 0.0; GPR151 activ: -1.0; MITF primary: -15

Results for CCCCCOC(=O)c1ccc(N2C(=O)c3cccc([N+](=O)[O-])c3C2=O)cc1 ?
TEAD-YAP inh: -12; FBW7 act: 0.2; GPR151 activ: -1.2; MITF primary: 4

What do the screens show for `COc1ccc(C2CC(c3cccs3)=NN2C(=O)CSc2nnc(CNC(=O)c3cccs3)n2-c2cccc(Cl)c2)cc1` (stereo not given)?
TEAD-YAP inh: -6; FBW7 act: 0.2; GPR151 activ: -0.9; MITF primary: 13

What do the screens show for `Cc1ccc(-c2nc(C(=O)NCCN3CCOCC3)c3n2CCCCC3)cc1`?
TEAD-YAP inh: 5; FBW7 act: 0.0; GPR151 activ: 0.4; MITF primary: 12

What do the screens show for `CC(C)N(C)Cc1nnnn1CC(=O)NCC1(c2ccccc2)CCOCC1`?
TEAD-YAP inh: -7; FBW7 act: -0.1; GPR151 activ: 1.1; MITF primary: 1

How did CC(C(=O)Nc1ccc(I)cc1)N1C(=O)c2ccccc2C1=O (stereo not given) do in these assays?
TEAD-YAP inh: -3; FBW7 act: 0.1; GPR151 activ: -0.3; MITF primary: 10

Results for CC(C)(C)Cc1nnc(C2CCCN(C(=O)C3CC3)C2)o1 (stereo not given) ?
TEAD-YAP inh: 4; FBW7 act: 0.5; GPR151 activ: -1.7; MITF primary: 19

What do the screens show for `COc1ccc(C(=O)Nc2ccc(-c3nc4ncccc4o3)cc2)cc1[N+](=O)[O-]`?
TEAD-YAP inh: 12; FBW7 act: 0.1; GPR151 activ: 0.2; MITF primary: 7

How did COc1ccc(C2c3[nH]c4ccccc4c3CCN2C(=O)c2cc3ncccn3n2)c(F)c1 (stereo not given) do in these assays?
TEAD-YAP inh: -8; FBW7 act: -0.1; GPR151 activ: 0.4; MITF primary: -7

How did COCCCNC(=O)C(C)C1Sc2ccccc2N(Cc2ccccc2F)C1=O (stereo not given) do in these assays?
TEAD-YAP inh: 8; FBW7 act: 0.2; GPR151 activ: -0.4; MITF primary: 12

How did O=C1c2ccccc2C(=O)N1CCCc1nc2ccccc2c(=O)n1Cc1ccco1 do in these assays?
TEAD-YAP inh: 2; FBW7 act: 0.3; GPR151 activ: -0.9; MITF primary: 4

Results for CN(Cc1ccccc1F)S(=O)(=O)c1ccc([N+](=O)[O-])cc1 ?
TEAD-YAP inh: -5; FBW7 act: -0.2; GPR151 activ: 0.2; MITF primary: -1

How did CC(=O)c1cccc(-c2nc(N)c3ncn(C(C)C)c3n2)c1 do in these assays?
TEAD-YAP inh: -14; FBW7 act: 0.1; GPR151 activ: 1.5; MITF primary: 6

Results for CC1=CC(=Nc2c(C)n(C)n(-c3ccccc3)c2=O)C=CC1=O ?
TEAD-YAP inh: 7; FBW7 act: -0.3; GPR151 activ: -1.7; MITF primary: 10

Results for CC(=O)c1cccc(N2C(=O)c3ccc(C(=O)OCC(=O)c4ccc([N+](=O)[O-])cc4)cc3C2=O)c1 ?
TEAD-YAP inh: -3; FBW7 act: -0.1; GPR151 activ: 0.6; MITF primary: 60*

Results for CCOC(=O)c1sc(NC(=O)c2ccc([N+](=O)[O-])cc2)nc1-c1ccccc1 ?
TEAD-YAP inh: 14; FBW7 act: 0.1; GPR151 activ: 0.0; MITF primary: -2

What do the screens show for `COc1ccccc1CN1CCCC(CNC(=O)c2cccs2)C1` (stereo not given)?
TEAD-YAP inh: 1; FBW7 act: 0.1; GPR151 activ: -0.8; MITF primary: 4

What do the screens show for `Cc1noc(C)c1-c1cc(NCCc2ccc(O)cc2)ncn1`?
TEAD-YAP inh: 12; FBW7 act: 0.0; GPR151 activ: -1.6; MITF primary: -2

How did C=CCn1cnc2c(cnn2-c2ccc(F)cc2)c1=O do in these assays?
TEAD-YAP inh: -20; FBW7 act: -0.1; GPR151 activ: -1.2; MITF primary: -2

How did CC1CCC(N2C(=O)C3C(C(=O)Nc4ccc(F)c(Cl)c4)C4C=CC3(O4)C2C(=O)NC2CCCC(C)C2C)CC1 (stereo not given) do in these assays?
TEAD-YAP inh: 1; FBW7 act: 0.0; GPR151 activ: -0.8; MITF primary: -1

What do the screens show for `CCC(=O)NNc1nc2c(C)c(C)ccc2s1`?
TEAD-YAP inh: 6; FBW7 act: -0.1; GPR151 activ: -0.3; MITF primary: 15

What do the screens show for `CC1=C(C#N)C(c2ccccc2F)C2=C(CCCC2=O)N1` (stereo not given)?
TEAD-YAP inh: 0; FBW7 act: -0.1; GPR151 activ: 0.4; MITF primary: 4

What do the screens show for `CCc1ccc(NS(=O)(=O)c2c(C)nc3sc(CC)nn3c2=O)cc1`?
TEAD-YAP inh: 6; FBW7 act: 0.5; GPR151 activ: -1.2; MITF primary: 6

Results for O=C(Nc1nc(-c2cccnc2)cs1)c1ccc([N+](=O)[O-])o1 ?
TEAD-YAP inh: 12; FBW7 act: -0.2; GPR151 activ: 0.3; MITF primary: 4

Results for CCc1nn(CC(=O)N2CCCCC2C)c(=O)c2cc3oc(C)cc3n12 (stereo not given) ?
TEAD-YAP inh: 7; FBW7 act: -0.1; GPR151 activ: 2.4; MITF primary: 8

Results for Cc1cc(C)nc(N2CCC(C(=O)NNC(=O)c3ccccc3)CC2)n1 ?
TEAD-YAP inh: 5; FBW7 act: 0.1; GPR151 activ: -0.2; MITF primary: 9

Results for COc1ccc(NC(=O)CN2C(=O)NC(C)(CCC(C)C)C2=O)cc1Cl (stereo not given) ?
TEAD-YAP inh: -2; FBW7 act: 0.7; GPR151 activ: 0.1; MITF primary: 16

Results for O=S1(=O)C=C(Sc2nc3ccccc3o2)c2ccccc21 ?
TEAD-YAP inh: 27; FBW7 act: 0.1; GPR151 activ: -0.6; MITF primary: 16

What do the screens show for `Cc1cc(C)n(CC(O)c2ccccc2)n1` (stereo not given)?
TEAD-YAP inh: -7; FBW7 act: 0.0; GPR151 activ: 0.4; MITF primary: 11

Results for COc1ccc(-c2nc3cc(NC(=S)NC(=O)c4cc5ccccc5o4)ccc3o2)cc1Cl ?
TEAD-YAP inh: -17; FBW7 act: 0.4; GPR151 activ: 1.0; MITF primary: -13

What do the screens show for `O=C(O)c1ccc(NC2CCCCC2NS(=O)(=O)c2ccccc2)cc1` (stereo not given)?
TEAD-YAP inh: 6; FBW7 act: 1.0; GPR151 activ: 0.8; MITF primary: 11

How did O=C(Nc1ccc(F)cc1F)C1(c2cc(-c3ccccc3)on2)CC1 do in these assays?
TEAD-YAP inh: -4; FBW7 act: -0.1; GPR151 activ: -0.8; MITF primary: 3

What do the screens show for `Cc1cc(C)n2c(Br)c(CSCCN3C(=O)c4ccccc4C3=O)nc2n1`?
TEAD-YAP inh: 3; FBW7 act: -0.1; GPR151 activ: 0.4; MITF primary: 0

What do the screens show for `Cc1cccc(-n2c(O)c(C=NCCO)c(=O)[nH]c2=O)c1`?
TEAD-YAP inh: 7; FBW7 act: 0.1; GPR151 activ: 0.0; MITF primary: 8

Screening results from PubChem.
